# Screening data deposited in PubChem BioAssay by Sanford-Burnham Center for Chemical Genomics.
# PfGluPho inh = PfG6PD (Plasmodium falciparum) enzyme inhibition; PfGluPho enzyme, NADPH resazurin-diaphorase fluorescence; inhibition, % at 20 µM; actives 0.78% (n = 350,000); AID 504690;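 active means inhibition reaching at least a set limit at 20 µM in the primary screen, cut at about 59% in these data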;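 further: 0% = DMSO wells with substrate and 100% = DMSO wells lacking glucose-6-phosphate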
# HKDC1 inh = inhibitors of human hexokinase HKDC1; inhibition, % at 20 µM; Q2TB90; recombinant HKDC1, G6PDH/diaphorase resazurin coupled fluorescence; AID 493160; actives 0.16% (n = 340,000);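 active means inhibition above about 35% when tested at 20 µM, limit read from the data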;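 further: plate controls were DMSO wells with enzyme for no effect and DMSO wells lacking enzyme for full effect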
#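 Test system: HK5 enzyme. Quantity: 5 µg/mL HK5 final. Reagent: glucose and ATP substrates. Schedule: 90 min reaction incubation at room temperature, dark. Technique: resazurin-to-resorufin fluorescence via G6PDH and diaphorase coupling, 525/613 nm. Control set: DMSO wells with and without enzyme mix.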
# NR3A LBD binder = NR3A (human) ligand-binding domain modulation | NR3A LBD differential scanning fluorimetry, Tm shift; 0% = protein alone, 100% = glycine-bound protein | Tm shift relative to glycine control, % at 25 µM | actives 2.5% (n = 340,000) | AID 1259313;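 active means melting temperature shift of at least 10% of the positive control shift, at one fixed dose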
# ATG4B inhibitor = ATG4B (human) cysteine protease inhibition; inhibition, % at 8.33 µM; Q9Y4P1; actives 0.51% (n = 340,000); ATG4B cleavage of LC3-PLA2, NBD-HPC fluorescence, 1 h; in the data active means inhibition above about 40%
# MPTP inh = blocks calcium-induced mitochondrial swelling; isolated mouse mitochondria, Ca2+ swelling absorbance, 30 min; inhibition, % at 10 µM; actives 1.4% (n = 360,000); AID 602449;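 active means inhibition of 50% or more, scaled per plate between neutral and stimulator controls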;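 further: 0% = DMSO wells given calcium and 100% = 1 mM EGTA wells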
# SENP8 inh = blocks human SENP8 cleavage of Nedd8 substrate; Q96LD8; recombinant SENP8, Nedd8 substrate fluorescence; inhibition, % at 20 µM; actives 0.64% (n = 360,000); in the data active means inhibition mostly above about 40%, no sharp cut-off; inactive means mostly below about 27%
# Target sequence (Q96LD8 whole entry, looked up): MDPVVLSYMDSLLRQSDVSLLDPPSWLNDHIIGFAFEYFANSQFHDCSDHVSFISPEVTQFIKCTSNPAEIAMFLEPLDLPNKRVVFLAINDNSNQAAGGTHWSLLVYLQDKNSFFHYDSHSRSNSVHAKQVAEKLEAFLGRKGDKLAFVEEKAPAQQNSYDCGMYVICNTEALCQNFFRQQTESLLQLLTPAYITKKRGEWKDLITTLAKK
# SENP6 block = SENP6 protease inhibition; inhibition, % at 10 µM; actives 1.8% (n = 330,000); Q9GZR1; Recombinant SENP6 catalytic domain, aminoluciferin luminescence;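 active means inhibition above about 50% at the single tested dose, limit read from the data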;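 further: plate controls were DMSO wells with enzyme for no effect and DMSO wells lacking enzyme for full effect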
# Target sequence (Q9GZR1 628-1112 limits assumed): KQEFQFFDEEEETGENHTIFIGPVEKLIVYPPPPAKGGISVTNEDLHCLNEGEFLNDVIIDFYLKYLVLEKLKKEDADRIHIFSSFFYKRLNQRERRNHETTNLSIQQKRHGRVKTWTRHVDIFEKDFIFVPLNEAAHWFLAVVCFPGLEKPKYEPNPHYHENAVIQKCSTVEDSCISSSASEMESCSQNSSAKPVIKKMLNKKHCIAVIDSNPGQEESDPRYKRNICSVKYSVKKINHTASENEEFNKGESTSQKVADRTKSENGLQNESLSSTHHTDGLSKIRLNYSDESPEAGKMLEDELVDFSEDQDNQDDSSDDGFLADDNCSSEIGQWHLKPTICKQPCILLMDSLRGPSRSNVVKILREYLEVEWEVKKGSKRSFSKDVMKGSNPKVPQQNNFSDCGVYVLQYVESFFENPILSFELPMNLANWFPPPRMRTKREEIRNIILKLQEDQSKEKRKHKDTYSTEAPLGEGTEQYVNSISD
# SENP7 inh = blocks the human protease SENP7; recombinant SENP7, Z-RLRGG-aminoluciferin luminescence, 40 min; inhibition, % at 5 µM; actives 1.5% (n = 330,000); AID 434973;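 active means inhibition above about 50% at the single test dose, limit read from the data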;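 further: plate controls were DMSO with enzyme for no effect and no enzyme buffer wells for full effect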
# Target sequence (Q9BQF6 706-1050 limits assumed): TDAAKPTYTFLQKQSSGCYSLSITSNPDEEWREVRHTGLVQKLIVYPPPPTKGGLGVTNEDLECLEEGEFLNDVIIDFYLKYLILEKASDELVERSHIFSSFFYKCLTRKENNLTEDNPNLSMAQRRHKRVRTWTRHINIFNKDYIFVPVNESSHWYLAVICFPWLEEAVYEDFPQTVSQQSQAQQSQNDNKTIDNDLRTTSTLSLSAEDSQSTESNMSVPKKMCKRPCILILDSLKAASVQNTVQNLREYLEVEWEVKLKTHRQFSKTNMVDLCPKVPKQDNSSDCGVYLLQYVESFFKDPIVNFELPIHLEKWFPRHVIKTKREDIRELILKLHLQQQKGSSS
# An asterisk follows results filed as active; . = no result given.
SMILES,PfGluPho inh,HKDC1 inh,NR3A LBD binder,ATG4B inhibitor,MPTP inh,SENP8 inh,SENP6 block,SENP7 inh
CC1(C)CC(=O)C(C=NCCN2CCN(CCCCS(=O)(=O)O)CC2)=C(O)C1,7,-7,4,4,1.2,16,9,5
Cc1cccc(C(=O)N/C(=C\c2ccc(C)o2)C(=O)O)c1,-4,-8,3,-8,3.6,13,-21,0
COc1ccc2oc(C)c(C(=O)c3ccccc3)c2c1,-7,2,-1,-3,2.2,18,-42,3
O=C(Nc1ccc(O)cc1C(=O)O)c1cccs1,3,0,1,0,-0.4,11,50*,41
COc1ccc(S(=O)(=O)N(C)CC(=O)NCc2ccccc2)cc1OC,2,-1,1,-11,-0.4,6,-12,0
Cc1cccc(-c2nc3ccccc3c(=O)n2NC(=O)/C=C/c2ccc([N+](=O)[O-])cc2)c1,-16,-6,-4,-6,5.3,15,-3,-11
O=C1NCCOC(=O)[C@@H](Cc2ccc(F)cc2)CC/C=C/C[C@H]1CC(=O)N(CCO)Cc1ccccc1,19,-6,3,-4,-0.9,3,-21,-9
CSc1cccc(-n2c(C)cc(C(N)=O)c2C)c1,8,1,3,37,-1.6,6,-30,-10
CC1CCCCC1NC(=O)C(=O)NCC1CCCO1 (centres undefined),-2,-4,0,-4,1.6,15,-1,6
COc1ccc(C(=O)NCCNC(=O)c2cc(OCC(F)(F)F)ccc2OCC(F)(F)F)cc1,-6,-6,0,2,2.4,9,-10,-4
CCCC(=O)Nc1ccc(N2CCN(C(=O)c3ccccc3C)CC2)cc1,-6,-5,-7,-2,4.4,16,-5,3
CCc1noc(C)c1C(=O)Nc1nc(-c2cc(C)ccc2C)c(C)s1,-6,-3,1,-3,16,-3,-4,-13
S=c1[nH]c2cnccc2n1Cc1ccccc1,34,5,1,2,1.4,15,11,0
O=C(c1cccc(NS(=O)(=O)c2ccccc2)c1)N1CCCC1,2,-1,2,-3,-1.3,0,-9,-1
O=C(Nc1ccccn1)c1ccc(Br)s1,2,-3,2,-5,2.0,8,67*,65*
Cc1nn(-c2ccccc2)c(C)c1[N+](=O)[O-],-6,-6,7,0,0.0,12,-12,-2
CC(=O)/C(N=Nc1cc2c(c([N+](=O)[O-])c1C)C(C)(C)CC2(C)C)=C(\C)O,12,4,1,-4,4.7,28,-26,1
Cc1nn(-c2cc(N3CCNCC3)ccc2[N+](=O)[O-])c(=O)c2ccccc12,10,3,0,-5,2.5,20,4,1
CCNC(=S)N1CCc2cc(OC)c(OC)cc2C1COc1ccc(OC)cc1 (centres undefined),-7,-3,0,-2,-2.2,20,-8,-4
O=S(=O)(CCCc1ccccc1)c1ncn[nH]1,-3,-2,-2,-2,-0.9,20,-10,2
COc1ccc(N2CCN(C(=O)CSc3nnc(Cn4nnc5ccccc54)n3C)CC2)cc1,2,-2,1,-9,2.0,17,7,1
COC/C=C/C1=CC2=CC(=O)C(C)(OC(=O)c3cnc4ccccc4n3)C(=O)C2=CN1CCN1CCOCC1 (centres undefined),38,15,0,-13,1.6,27,14,12
CCCCn1nnnc1SCC(=O)Nc1sc2c(c1C#N)CCCC2,19,4,-10,-6,17,6,-10,2
COc1cc(CC(=O)OCC(=O)N2CCCCC2)cc(OC)c1OC,-4,-4,-2,2,0.0,13,-28,-5
Cc1cc(=O)c2ccccc2s1,23,-11,-2,-6,-0.7,3,-16,6
O=C(CN1CCCC1)Nc1ccc(F)c(Cl)c1,-3,-4,-1,-1,0.5,12,-15,7
COc1ccc(CNC(=O)c2cccnc2Sc2ccc(C)c(C)c2)cc1,-5,1,-1,9,-0.6,19,-23,-9
O=C(Nc1ccccc1OC(F)F)C1CCCN1C(=O)c1cccs1 (centres undefined),5,-4,2,22,0.0,12,-12,0
COC(=O)c1ccccc1S(=O)(=O)N1CCC(C(=O)NC2=NCCS2)CC1,-4,3,1,-13,0.1,4,-19,-4
CN(CC(=O)Nc1ccc2c(c1)OCCO2)S(=O)(=O)c1ccc(Br)s1,-3,-5,0,0,-0.3,24,-11,-8
CC(C)(O)C(=O)NNC(=S)Nc1ccc(F)c(Cl)c1,-22,-9,-1,-4,-1.4,-6,-6,7
CCOC(=O)N1CCN(C(=O)COC(=O)Cc2ccc(Cl)cc2)CC1,9,-3,-2,-3,-1.5,10,-23,1
CN1CCCN(Cc2nc(-c3ccc(Cl)cc3)no2)CC1,20,-8,-1,-28,0.5,20,7,0
OCC1CCN(Cc2nc(Cc3ccccc3Cl)no2)CC1,7,-8,-1,-4,-0.3,15,0,8
CCc1nnc(NC(=O)CSc2nnc(-c3ccco3)o2)s1,10,-12,-2,7,0.0,-30,-10,-3
O=C(N/N=C/c1c[nH]c2ccccc12)c1cc(-c2ccc3ccccc3c2)n[nH]1,17,-4,41*,-1,1.0,-95,-17,-6
CC(=O)c1ccc2c(c1)CCN2,-5,-4,0,7,-0.1,-72,.,.
CCc1ccc(/C=N/Nc2nn[nH]n2)cc1,7,0,3,-14,0.2,8,0,13
CC(Oc1ccccc1)C(=O)Nc1cc(Cl)ccc1-n1cncn1 (centres undefined),-7,3,1,8,0.7,23,-12,-4
Cc1ccc(-n2c(SCC(=O)O)nc3c(sc(=S)n3-c3ccc(C)c(C)c3)c2=O)cc1,75*,-3,-24,-2,1.0,8,-8,-7
O=C(C1CCN(S(=O)(=O)c2cccc3nsnc23)CC1)N1CC=C(c2ccccc2)CC1,1,13,-1,-17,8.5,8,-13,-7
CC(=N\Nc1ccc(Cl)cc1)/C(=N/O)C(=O)Nc1ccccc1,8,5,23*,0,2.4,26,4,4
CC(=O)Nc1ccc(NC(=O)COc2ccc3c(c2)CCC3)cc1,-9,4,-10,-3,2.5,20,-9,-1
O=C(Nc1cccc(NC(=O)N2CCN(c3ccccc3)CC2)c1)N1CCN(c2ccccc2)CC1,8,-1,-2,-19,-1.9,40,7,1
O=C(Nc1c[nH]c(=O)[nH]c1=O)c1cc([N+](=O)[O-])cc([N+](=O)[O-])c1,-5,1,-2,3,2.6,33,-5,2
Cc1cc(C(=O)CSc2ccccc2)cc(C)c1O,-9,5,-11,-2,1.8,9,45,11
O=C(NCCO)N1c2ccccc2Sc2ccccc21,-10,-2,0,4,0.3,7,7,-4
CC[C@]12c3[nH]c4ccc(Cl)cc4c3CCN1C(=O)[C@@H](CC(=O)NCc1ccco1)C[C@@H]2C(=O)N1CCN(C(=O)C2CC2)CC1,-9,-5,0,-6,0.1,16,.,-7
Cc1cc(NC(=O)Cn2nc(C(=O)O)c3ccccc3c2=O)c([N+](=O)[O-])cc1C,-25,1,-1,9,4.0,20,-8,3
CCc1nnc(SCC(=O)Nc2ccc3c(c2)OCO3)o1,8,-4,0,0,-2.8,16,-14,-8
Cc1ccc(NS(=O)(=O)c2c(C)[nH]c(C)c2C(=O)N2CCCCC2)cc1C,-2,0,2,-9,-3.4,12,-10,5
Cc1cc(OCc2nn[nH]n2)c2c(C)c(CC(=O)O)c(=O)oc2c1,-32,-1,1,-8,-2.3,-308,0,8
CN(C)/C=C/C(=O)c1cc(F)cc(C(F)(F)F)c1,6,-9,-2,-14,0.7,12,-1,-2
Cc1ccc2nc(SCC(=O)N3CCCCCC3)nc(=O)n2c1,4,-3,.,-2,-2.4,-54,-7,2
COCCNC(=O)C(c1ccc(F)cc1)N(Cc1ccccc1)C(=O)CCC(=O)Nc1nccs1 (centres undefined),4,-1,1,-2,-2.0,6,-13,-1
CCc1cccc2c(C(=O)COC(=O)[C@@H]3CC(O)CN3S(=O)(=O)c3ccccc3[N+](=O)[O-])c[nH]c12 (some centres undefined),-1,14,-6,-14,0.6,13,12,0
O=C(COC(=O)c1ccc2c(c1)OCO2)Nc1ccccc1Cl,-11,-4,-1,5,0.1,-4,-7,-6
CCOc1ccc(NC(=O)CN(C)C(=O)c2ccc(C)c(S(=O)(=O)N3CCCCC3)c2)cc1OCC,12,-3,1,-3,-0.8,0,3,-9
COc1ccc(Cl)cc1C(=O)NNC(=S)NC(=O)/C=C/c1ccco1,-31,-14,-1,-6,40,15,-2,-1
COc1ccc(C(=O)OCCCN(C)C)cc1OC,-16,10,0,-4,-0.4,41*,8,8

# Part of the list above, bar-delimited:
Structure | PfGluPho inh | HKDC1 inh | NR3A LBD binder | ATG4B inhibitor | MPTP inh | SENP8 inh | SENP6 block | SENP7 inh
Cc1cc(NC(=O)Cn2nc(C(=O)O)c3ccccc3c2=O)c([N+](=O)[O-])cc1C | -25 | 1 | -1 | 9 | 4.0 | 20 | -8 | 3
CCc1nnc(SCC(=O)Nc2ccc3c(c2)OCO3)o1 | 8 | -4 | 0 | 0 | -2.8 | 16 | -14 | -8
Cc1ccc(NS(=O)(=O)c2c(C)[nH]c(C)c2C(=O)N2CCCCC2)cc1C | -2 | 0 | 2 | -9 | -3.4 | 12 | -10 | 5
Cc1cc(OCc2nn[nH]n2)c2c(C)c(CC(=O)O)c(=O)oc2c1 | -32 | -1 | 1 | -8 | -2.3 | -308 | 0 | 8
CN(C)/C=C/C(=O)c1cc(F)cc(C(F)(F)F)c1 | 6 | -9 | -2 | -14 | 0.7 | 12 | -1 | -2
Cc1ccc2nc(SCC(=O)N3CCCCCC3)nc(=O)n2c1 | 4 | -3 | . | -2 | -2.4 | -54 | -7 | 2
COCCNC(=O)C(c1ccc(F)cc1)N(Cc1ccccc1)C(=O)CCC(=O)Nc1nccs1 (centres undefined) | 4 | -1 | 1 | -2 | -2.0 | 6 | -13 | -1

# Next part.
SMILES,PfGluPho inh,HKDC1 inh,NR3A LBD binder,ATG4B inhibitor,MPTP inh,SENP8 inh,SENP6 block,SENP7 inh
O=C1CC2c3ccccc3C1C1C(=O)N(CCc3ccccc3)C(=O)C21 (centres undefined),-9,-10,0,-8,0.3,-10,5,2
O=C(CN1C(=O)CSC1=O)NC1CCCCC1,0,-3,0,-9,0.2,18,11,-7
CCC(=O)Nc1ccc(Cl)c(NC(=O)c2ccc(Br)o2)c1,-14,-8,0,-13,0.0,9,-8,2
CC(C)c1[nH]nc2c1C(c1cccs1)C(C#N)=C(N)O2 (centres undefined),3,-8,-1,4,3.0,13,2,-6
COCCNC(=O)Nc1ccc2nc(C)sc2c1,38,1,2,-5,-0.1,-44,8,15
Nc1nnc(CCN2C(=O)CSC2=O)s1,-5,-8,-1,2,0.1,9,10,-3
CC(=O)N(CN1C(=O)c2ccc([N+](=O)[O-])cc2C1=O)c1cccc(C(=O)O)c1,1,-12,-2,-6,1.8,28,8,2
CCCC[C@H]1COCCS(=O)(=O)N1Cc1ccc(F)cc1,-14,4,-1,-4,-0.5,20,-1,2
CC(N=Cc1c(O)c2ccccc2oc1=O)C(=O)O (centres undefined),-11,1,0,2,-1.4,3,3,0
CC(=O)N1CCc2c(sc3c2c(=O)n(-c2ccccc2)c(=O)n3Cc2ccccc2Cl)C1,-4,-4,0,-8,-2.0,4,-10,7
CN1CCN(c2ccc([N+](=O)[O-])cc2NC(=O)c2ccccc2Cl)CC1,-16,-2,-1,-1,0.0,16,14,-6
CC(=O)/C=C(\C)NCCNc1c(F)c(F)c(CO)c(F)c1F,8,-9,-2,3,-2.9,18,4,-5
COc1ccc2nc(N3C(=O)CNC3=S)sc2c1,-10,-3,2,-3,0.6,-13,43,43
CC(c1ccco1)N(C(=O)COc1ccccc1[N+](=O)[O-])c1ccccn1 (centres undefined),5,-5,-1,-4,-0.3,24,-10,-3
CCN(CC)C(=O)CN(c1cc(Cl)ccc1OC)S(C)(=O)=O,6,-18,-4,-1,-1.0,17,-8,2
Cc1cc(C(=O)NCCCc2ccccc2)no1,-7,-1,0,4,0.1,11,-3,-1
CCCCC(c1nnnn1Cc1ccco1)N1CCN(C(=O)c2ccco2)CC1 (centres undefined),20,-7,1,-11,-0.7,2,3,-3
COC(=O)c1ccc(N2CCN(S(=O)(=O)c3c(C)cc(C)cc3C)CC2)c([N+](=O)[O-])c1,15,-1,0,3,-0.1,24,-4,-2
CCOC(=O)c1oc2ccccc2c1NC(=O)CN1CCOCC1,-16,15,1,1,-3.0,-30,7,1
COCCn1nnnc1C(c1ccc(C(F)(F)F)cc1)N1CCOCC1 (centres undefined),14,2,0,-9,0.2,23,-8,-3
